GSK3beta inhib – human GSK3beta kinase inhibitors, primary screen, biochemical, cell-free homogeneous, HTS; Glycogen synthase kinase-3 beta (Homo sapiens), P49841; GST-GSK3beta kinase, ADP-Glo luminescence, 60 min; stronger effect = lower value; activity score (negative = inhibition), % at 10 µM; hit rate 0.038% among 300,000; AID 2097, 2009;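 active = more than half of replicate wells score below -50%, meaning over 50% inhibition versus plate controls; inconclusive = some replicates but at most half score below -50%; inactive = no replicate scores below -50%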;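 note: 0% = median DMSO wells and -100% = median GW8510 positive control wells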
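Test system – GST-tagged human GSK3beta kinase, cell-free · Incubation – 60 min enzyme reaction, room temperature · Signal – ADP-Glo luminescence · Also added – peptide substrate and ATP at 25 µM · Controls – DMSO neutral wells and GW8510 at 20 µM as positive · Buffer or medium – Tris/MgCl2 kinase buffer · Measure – Luminescence-derived activity versus plate DMSO and GW8510 wells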
Dyrk1A ADPGlo – rat Dyrk1A kinase inhibitors, primary screen, biochemical, single point, plate reader; Dual specificity tyrosine-phosphorylation-regulated kinase 1A (Rattus norvegicus), Q63470; ADP-Glo luminescence, NFATc1 peptide; inhibition, % at 12.5 µM; hit rate 0.43% among 310,000; AID 504441, 2011; in the data active = inhibition above about 50%;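 note: plate controls were vehicle with enzyme for no effect and no enzyme for full effect; many of its hits are not listed in these tables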
HSF-1 act – HSF-1 activators, primary screen, NIH3T3-HGL cells, MG132 stress, luminescence, single point; NIH3T3-HGL HSF-1 luciferase reporter, 8 h; 100% = twice DMSO control signal; activation, % at 9 µM; hit rate 1.7% among 300,000;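 active = mean replicate activation of at least 50% with a set share of replicates each reaching 50%; inconclusive = only one of those two conditions met; inactive = mean below 50% and too few replicates reaching it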;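 note: 0% = median of the neutral control wells and 100% = twice that signal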
HDAC3 inh – HDAC3 deacetylase inhibitors, primary screen, biochemical, fluorescence, cell-free homogeneous | Histone deacetylase 3 (Homo sapiens), O15379 | recombinant HDAC3, fluorogenic peptide/trypsin coupled | inhibition, % at 8.3 µM | hit rate 0.15% among 320,000; in the data active = inhibition above about 26%, passing the limit was not always enough; inconclusive = no clear call, values can overlap the other calls
Target sequence (O15379 whole entry, looked up): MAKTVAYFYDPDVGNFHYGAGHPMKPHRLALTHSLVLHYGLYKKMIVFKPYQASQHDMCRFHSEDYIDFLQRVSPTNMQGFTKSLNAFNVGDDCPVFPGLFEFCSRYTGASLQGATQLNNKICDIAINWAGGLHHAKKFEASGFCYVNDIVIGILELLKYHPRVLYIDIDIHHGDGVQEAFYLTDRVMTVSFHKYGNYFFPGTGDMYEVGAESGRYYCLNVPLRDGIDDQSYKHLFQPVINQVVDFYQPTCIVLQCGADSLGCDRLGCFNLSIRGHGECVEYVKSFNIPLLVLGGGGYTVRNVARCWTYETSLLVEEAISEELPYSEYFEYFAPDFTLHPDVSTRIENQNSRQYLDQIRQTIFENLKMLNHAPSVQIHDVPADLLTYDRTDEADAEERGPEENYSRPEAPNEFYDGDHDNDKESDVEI
Platelet DG rel – inhibitors of platelet dense granule secretion, primary screen, cell-based, MLPCN, human platelets; human platelet-rich plasma, SFLLRN dense granule ATP release, luminescence; inhibition, %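 (compounds screened at 7.5 µM in platelet-rich plasma)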; hit rate 0.22% among 300,000;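 active = mean replicate score, as percent of positive control, at or above 50; inconclusive = mean below 50 but at least one replicate at or above 50; inactive = mean and every replicate below 50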
PolyA inhibitor – polyadenylation inhibitors in yeast reporter cells, primary screen, luminescence, S. cerevisiae. calls only at 12 µM. hit rate 0.02% among 300,000. S. cerevisiae SKY197-pL101 polyadenylation reporter, beta-gal luminescence; efflux-impaired pdr1/pdr3 knockout yeast; score 100 = 6 SD above DMSO;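 active = lowest replicate activity score at least 50, where 100 means six control SD above control mean; inconclusive = lowest score under 50 but half or more replicates reach 50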;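 note: yeast exposed to compound for 9 h at 30 °C; higher score means more reporter readthrough which indicates perturbed polyadenylation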
GSK3A inh – blockers of GSK3A enzyme activity – biochemical, luminescence, cell-free homogeneous, HTS, primary screen | AID 2650, 2010 | inhibition, % at 10 µM | GSK-3 alpha kinase, ADP-Glo luminescence, 60 min | hit rate 0.1% among 320,000 | Glycogen synthase kinase-3 alpha (Homo sapiens), P49840;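 in the data active = inhibition above about 50%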;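 note: GST-tagged GSK-3 alpha with peptide substrate and 25 µM ATP; 0% = DMSO neutral wells and 100% = GW8510 positive control wells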
Target sequence (P49840 whole entry, looked up): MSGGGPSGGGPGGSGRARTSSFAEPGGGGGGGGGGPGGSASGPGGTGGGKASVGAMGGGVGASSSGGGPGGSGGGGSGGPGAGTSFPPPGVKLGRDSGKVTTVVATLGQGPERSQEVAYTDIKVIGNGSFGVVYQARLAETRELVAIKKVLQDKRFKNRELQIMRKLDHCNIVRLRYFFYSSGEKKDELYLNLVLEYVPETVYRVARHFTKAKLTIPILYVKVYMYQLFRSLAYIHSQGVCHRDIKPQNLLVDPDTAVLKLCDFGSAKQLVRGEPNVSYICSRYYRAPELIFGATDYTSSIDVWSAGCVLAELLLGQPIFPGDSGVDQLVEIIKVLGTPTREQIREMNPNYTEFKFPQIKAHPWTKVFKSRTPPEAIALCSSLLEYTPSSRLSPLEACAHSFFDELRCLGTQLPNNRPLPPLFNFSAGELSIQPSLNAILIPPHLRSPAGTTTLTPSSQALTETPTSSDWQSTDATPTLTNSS
HSP90 inh – HSP90 inhibitors, primary screen, cell lysate, luminescence; inhibition, % at 5.6 µM; hit rate 0.91% among 290,000; AID 1789, 2009; Rabbit reticulocyte lysate, luciferase refolding luminescence, 3 h;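 active = inhibition above the screen-wide mean plus 3 SD, computed separately per campaign, cut at about 16% in these data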;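 note: 0% = DMSO wells and 100% = 60 µM geldanamycin wells; inhibitors lower the luminescence because luciferase stays unfolded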
AI-2 QS modul – Vibrio harveyi AI-2 quorum sensing modulators, primary screen, JMH597 strain, luminescence/OD600 ratio; hit rate 0.4% among 300,000; activity change, % at 7.5 µM; Vibrio harveyi JMH597 AI-2 luminescence/OD600 ratio, 9 h; stronger effect = lower value; strain lacks LuxN and CqsS sensors; 0 = neutral-control median; AID 2094, 2009; in the data active = activity change below about -75%, passing the limit was not always enough; inconclusive = no clear call, values can overlap the other calls;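 note: luminescence divided by OD600 gain over 9 h not by final OD600 alone; inactives centre near 13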
HSF1 inhib – HSF1 inhibitors in luciferase reporter cells, primary screen, cell-based, NIH3T3, luminescence. NIH3T3-HGL HSE-luciferase, MG132-induced, luminescence 8 h; stronger effect = lower value. activity change, negative = inhibition, % at 7.5 µM (by protocol). hit rate 0.77% among 300,000;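 active = more than half of replicate wells show activity change below -50%, luminescence cut by over half; inconclusive = some wells, but at most half, below -50%; inactive = no replicate well below -50%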;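 note: luciferase reports HSF-1 transcriptional activity via heat shock element; 0% = median of DMSO wells and -100% = zero luminescence signal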
Starred values were filed as active, the others as inactive; i = inactive; ? = inconclusive; / = not tested or not shown.

HDAC3 inh,Dyrk1A ADPGlo,HSF1 inhib,HSP90 inh,AI-2 QS modul,canonical_smiles,Platelet DG rel,HSF-1 act,GSK3beta inhib,PolyA inhibitor,GSK3A inh
4,10,-4,1,39,c1ccc(-c2nnc(CN3CCN(C(c4ccccc4)c4ccccc4)CC3)o2)cc1,4,-3,2,i,-3
-36,/,-1,14,3,CCCCN(CCCC)CC(O)Cn1c2ccccc2c(=O)c2ccccc21 (centres undefined),-2,-19,1,i,2
0,-4,1,3,5,CCCCNC(=S)NNC(=O)c1csc(C)c1CC,1,20,-1,i,0
3,0,21,-3,10,O=C(O)CC12C[C@H]3C[C@@H](C1)CC(n1ncc(N4CCN(c5ccccc5)CC4)c(Cl)c1=O)(C3)C2,-16,?,3,i,-2
-1,2,0,6,1,COc1ccc(CC(=O)NC2CCSc3ccccc32)c(OC)c1 (centres undefined),5,14,1,i,1
-3,4,-14,-1,17,COc1cc(C(=O)N2CCN(c3cc(Cl)ccc3Cl)CC2)cc(OC)c1OC,-1,-17,3,i,0
3,-3,3,3,21,COc1ccc(Nc2nc(C(C)(C)C)nc3c2nnn3Cc2ccccc2Cl)cc1OC,0,0,-2,i,3
2,10,3,-1,21,CC(C)(C)c1cnnn1-c1ccc(NC(=O)c2ccc(Br)o2)cc1,3,28,0,i,0
-1,/,2,/,5,CC1(C)C2CC[C@]3(C)C(CC=C4[C@@H]5C[C@@](C)(CO)CC[C@]5(C(=O)O)CC[C@]43C)[C@@]2(C)CC[C@@H]1O (some centres undefined),0,16,-23,i,-3
1,/,-6,0,35,COc1ccc(-c2c3c(=O)n(C)c(=O)n(C)c3cn2Cc2ccccn2)cc1,-3,-4,7,i,-2
2,/,3,4,9,O=C(c1ccc(S(=O)(=O)N2CCCC2)cc1)N1CCN(c2ccccc2F)CC1,-11,-11,0,i,1
/,-2,73,3,3,COc1cc(OC)c(N(C)S(=O)(=O)c2cccc(C(=O)Nc3nnc(C4CC4)s3)c2)cc1Cl,-2,131*,0,i,-3
0,3,-14,0,7,Nc1nc(SCC(=O)NCc2ccccc2)n[nH]1,2,-7,3,i,0
2,27,4,-1,6,O=C(Nc1cccn2ncnc12)c1cccc(C(F)(F)F)c1,5,7,1,i,1
7,7,-3,-1,21,CCOC(=O)N1CCN(C(=O)c2cc3ccccc3o2)CC1,-2,-7,1,i,0
-9,0,-3,-2,26,C=CCn1c(SCC(=O)NCc2ccc3c(c2)OCO3)nnc1C1COc2ccccc2O1 (centres undefined),0,4,-2,i,0
9,1,0,-1,8,Cc1ccc(C(=O)CC(SCC(=O)O)c2ccc([N+](=O)[O-])cc2)cc1 (centres undefined),-9,16,-4,i,/
8,-4,/,-3,6,Cc1cc(Cl)ccc1OCC(=O)N1CCCN(C(=O)COc2ccc(Cl)cc2C)CC1,-4,/,1,i,1
5,-6,5,0,-4,COc1ccc(C(=O)CN2C(=O)COc3ccccc32)cc1,-3,12,1,i,0
1,-6,5,-3,-57,CC(C)C(=O)Nc1ccc(Nc2ccccc2)cc1,3,8,-2,i,-1
0,9,3,0,13,Cc1ccc(NC(=O)C2CCN(S(=O)(=O)c3ccc4c(c3)C(C)(C)C(=O)N4C)CC2)c(C)c1,-5,0,2,i,-1
-42,-3,4,0,10,Cc1ccc(NS(=O)(=O)Cc2ccccc2)nc1,0,-3,-1,i,-1
0,-1,2,0,23,CC(NC(=O)C12CC3CC(C1)CC(n1cncn1)(C3)C2)C12CC3CC(CC(C3)C1)C2 (centres undefined),0,4,0,i,-1
-3,/,-2,4,/,CCOc1ccc(NC(=O)CC2C(=O)NCCN2C(=O)c2ccc(Cl)cc2)cc1 (centres undefined),0,2,/,i,/
6,-4,18,-4,20,Cc1cc(C)n(-c2nc(-c3ccccc3)cs2)n1,2,36,-1,i,2
-29,-1,/,4,/,CCOc1ccccc1Oc1c(C)oc2c(CN3CCN(C)CC3)c(O)ccc2c1=O,/,/,/,/,-1
1,7,1,3,2,Cc1ccc(OCCCc2c(C)n[nH]c2C)cc1,19,-9,-7,i,-1
2,-2,2,0,18,O=C(NC1CCCCC1)C(c1ccc(F)cc1)N(Cc1ccco1)C(=O)Cn1nnc2ccccc21 (centres undefined),6,46,-1,i,-1
1,6,-1,1,20,COCCCN1C(=O)C(=O)/C(=C(/O)c2ccc(OC)cc2)C1c1ccc(O)c(OC)c1 (centres undefined),5,-2,-3,i,-3
5,2,/,-1,14,CC(=O)Nc1c([N+](=O)[O-])cc2[nH]c(=O)[nH]c2c1[N+](=O)[O-],5,/,0,i,0

New compounds follow
HDAC3 inh,Dyrk1A ADPGlo,HSF1 inhib,HSP90 inh,AI-2 QS modul,canonical_smiles,Platelet DG rel,HSF-1 act,GSK3beta inhib,PolyA inhibitor,GSK3A inh
1,/,-5,4,-4,COc1ccc(C2SCC(=O)N2Cc2ccccc2)cc1 (centres undefined),5,7,1,i,-1
-1,10,6,0,19,COc1ccc2nc(N3C(=O)CC(Cc4cc(C)cc(C)c4)C3=O)sc2c1 (centres undefined),3,11,-23,i,-1
4,-4,12,-2,3,COc1ccc(NC(=S)Nc2ccccc2SC)c(OC)c1,1,31,1,i,-1
2,-8,-1,5,15,COC1CCCCC1NS(=O)(=O)c1ccccc1 (centres undefined),2,-3,-1,i,-4
5,/,3,6,7,CC(C)N(CC(N)=O)C(=O)c1sc2cc(F)ccc2c1Cl,-2,8,2,i,0
16,-4,1,-3,22,COc1cccc(OC)c1OCCCOc1ccc([N+](=O)[O-])cc1Cl,4,12,-8,i,-3
-1,/,0,-3,14,O=c1[nH]c(/C=C/c2ccc(Br)cc2)nc2c1cnn2-c1ccccc1,16,-9,1,i,-1
5,2,-65*,9,5,O=C1CCC2S/C(=C/Nc3ccc(C(F)(F)F)cc3)C(=O)N12 (centres undefined),-7,-72,1,i,0
1,/,-7,-6,22,Cc1noc(C)c1S(=O)(=O)Nc1ccc(C(C)C)cc1,0,0,1,i,2
9,-7,3,-2,60,O=C(O)CN1C(=O)/C(=C\c2cccc(OCc3ccc(F)cc3)c2)SC1=S,-1,-6,5,i,-6
1,7,3,3,14,Cc1nc([N+](=O)[O-])cn1CCCCN1C(=O)c2ccccc2C1=O,6,-5,1,i,-3
-6,4,-2,-1,-7,COc1ccc(Nc2ncc(C(=O)N3CCN(Cc4ccccc4)CC3)c3ccccc23)cc1,0,15,-1,i,-1
3,1,6,4,11,N#Cc1c(SCC(N)=O)nsc1SCc1ccccc1Cl,-10,13,3,i,0
-1,/,-8,-2,8,Cc1ccc(C(=O)Nc2nnc(NC(=S)Nc3ccccc3)s2)cc1,-2,-5,-2,i,-10
0,7,6,3,27,CCOC(=O)c1c(OCC)[nH]c2c1cc(O)c1ccccc12,-5,17,0,i,4
5,18,-4,-1,26,CC(C)CNC(=O)C1CCN(c2ccc(S(=O)(=O)N3CCOCC3)cc2[N+](=O)[O-])CC1,-1,-17,0,i,0
4,-3,0,1,17,CCC(=O)Nc1c2c(nn1-c1cccc(Cl)c1)CSC2,4,11,6,i,-1
-4,0,-2,1,9,Cc1nnc2sc(SCC(=O)Nc3cccc(Cl)c3)nn2c1=O,-2,28,0,i,0
-40,13,1,4,10,Cc1c(OCC(=O)N2CCC(C(=O)O)CC2)ccc2c1oc(=O)c1ccccc12,-1,-6,4,i,2
6,-5,-1,0,1,COc1ccc(C(=O)Nc2nncs2)cc1S(=O)(=O)N1CCOCC1,12,19,-1,i,-2
-1,57*,-11,-2,25,Cc1cc2nncn2c2ccccc12,0,27,1,i,-4
10,-4,18,6,14,O=C(CC(=O)c1ccccc1O)c1cccc(F)c1,3,39,2,i,-1
2,4,8,-1,20,CC1CCCN(c2sc(S(C)(=O)=O)nc2S(=O)(=O)c2ccc(Cl)cc2)C1 (centres undefined),4,12,4,i,-1
1,-5,1,2,-4,COCCNC(=O)C(c1ccccc1F)N(C(=O)C(=O)NC1CCCC1)C1CCCCC1 (centres undefined),0,5,-1,i,-3
5,1,/,2,/,CCOC(=O)C1=C(C)Nc2nnnn2C1c1ccccc1Cl (centres undefined),/,/,/,/,2
-3,5,0,-4,7,O=C1NC2(CCCCCC2)C(=O)N1Cc1ccc([N+](=O)[O-])cc1,-4,6,1,i,-2
12,6,12,1,16,COc1ccc(/C=C2\SC(=O)N(CCC(=O)NCCCn3ccnc3)C2=O)cc1,1,2,-8,i,1

Bioassay records as filed in PubChem.

A portion of the library. The share of hits here may be higher or lower than overall.
